High-throughput results deposited in PubChem by National Center for Advancing Translational Sciences (NCATS).
p53ts 32C tox: cytotoxicity in p53ts cells at permissive temperature; H1299-p53A138V at 32C, ATP luminescence viability, 24 h; Potency, µM (series often up to 46.1 µM), without a hit: at the top dose activity change, negative = cytotoxicity, usual class: cytotoxic; actives 0.93% (n = 130,000);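 note: 0% = DMSO and -100% = full killing by reference compound; nearly all actives have a fitted effect of over 55% in size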
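Cells: H1299 p53ts (A138V), 600/well, pre-incubated 16–30 h at 37C. Cpd up to 46 uM, 24 h, 32C. Readout: ATPlite luminescence, 20 min RT. Normalization: DMSO vs tamoxifen 100 uM. AC50 by Hill equation.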
Peg3 imprint: genomic imprint erasure induction. mouse ES Peg3-LacZ reporter, beta-gal luminescence, 40 h. Potency, µM (highest dose often 60.7 µM), for inactives: at the top dose activity change, positive = activation, most hits filed as activators. actives 0.02% (n = 110,000). AID 1948;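 note: 0% = negative control wells on the plate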
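Each well holds 300 Peg3LacZ-Neo (maternal) female ES cells incubated 40 h at 37C, 5% CO2. LacZ is measured by BetaGlo luminescence, with AC50 and maximum efficacy derived from dose-response curves.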
p53ts 39C tox: kills p53ts cells at the nonpermissive temperature; H1299-p53A138V viability at 39C, ATP luminescence, 24 h; Potency, µM (titrated, usually from 46.1 µM), for inactives: at the highest dose activity change, negative = cell killing, hits mostly cytotoxic; actives 1.5% (n = 130,000); note: nearly all actives have a fitted effect of over 55% in size
IkB sig inh: suppresses IkB signaling in ABC-DLBCL reporter cells. ABC-DLBCL IkBa-CBG/CBR dual luciferase ratio, 4 h; response scale: scaled: untreated 0%, proteasome inhibitor 100%. Potency, µM (series often up to 57.1 µM), for inactives: top-dose IkBa stabilization activation. actives 0.04% (n = 110,000); active = well fitted curve in the direction sought with a large enough effect in the signal ratio, not every such curve was filed as active; inconclusive = small, poorly fitted or top-dose-only effect, or a change in a side signal; the % refers to the signal ratio;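 note: the direction sought is a rising ratio; 0% = basal untreated cells and 100% = reference inhibitor full response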
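In this assay, an IκBα–CBG68 fusion accumulates when IKK-driven degradation is blocked; native CBR normalizes for cell number. OCI-Ly3 cells were treated 4 h with compound and doxycycline, then green and red light read after Chroma-Glo addition.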
Active calls of the source: *; ? = inconclusive; nt = no result given; [ ] = another dose, or the depositor's remark. Unless noted, calls come from the whole dose curve; as a rule, active = well fitted curve in the direction sought with a large enough effect; inconclusive = small, poorly fitted or top-dose-only effect, or another doubt; inactive = no such curve, though single readings can be large; an effect the other way counts as inactive or inconclusive. Unless noted, % is set by controls: 0 for no effect and ±100 for the full control effect; potency is the fitted concentration of half-maximal effect.

entry	SMILES	p53ts 32C tox	Peg3 imprint	p53ts 39C tox	IkB sig inh
1	Cn1c(=O)c2cc(S(=O)(=O)NCCC(=O)NCC3CCCO3)ccc2n(C)c1=O (configuration not stated)	16%	-7%	-4%	-1.2%
2	CN(C)CCCN1C(=O)C(=O)/C(=C(/O)c2ccc3c(c2)OCO3)C1c1ccco1 (configuration not stated)	-7%	2%	13%	-1.0%
3	COc1ccc(NC(=O)[C@H](Cc2ccccc2)N2Cc3ccccc3C2=O)cc1OC	13%	-8%[10.9 µM]	-6%	0.1%
4	O=C(CSc1nc2ccccc2s1)Nc1ccc(N2CCOCC2)c(Cl)c1	13%	nt	-6%	nt
5	COc1ccc2oc(=O)c(C(=O)NCc3cccnc3)cc2c1	3%	nt	1%	nt
6	CCN1CCN(C(c2cccs2)C(C)NC(=O)c2c(F)cccc2F)CC1 (configuration not stated)	4%	-3%	6%	0.9%
7	COc1cccc(-c2cc(C(F)(F)F)nc(-n3nc(C)c(Br)c3C)n2)c1	14%	-5%[10.9 µM]	-18%	?
8	Cc1ccc(C)c(N2CCN(C(=O)CN3C(=O)CSc4c3c(C)nn4-c3ccccc3)CC2)c1	7%	-5%[10.9 µM]	-12%	?
9	O=C(CSc1nnc(-c2ccccc2)n1Cc1ccccc1)NC1CC1	5%	-15%	6%	1.4%
10	CCOc1ccc(NC(=O)CSc2c3c(nc4ccccc24)CCCC3)cc1	22µM*	17%[10.9 µM]	?	?
11	Cc1cnc(CNc2nc(-c3c(C)noc3C)nc3ccccc23)cn1	7%	0%	3%	2.0%[11.4 µM]
12	CCn1c(SCc2cccnc2)nc2c1c(=O)n(C)c(=O)n2C	4%	13%	-11%	-2.6%
13	N#Cc1c2n(c3c(=O)n(CC(=O)c4ccc(Br)cc4)cnc13)CCCC2	-9%	-12%	3%	11%
14	COc1ccc(NC(=O)c2c(NCc3cccs3)sc3c2CCCCC3)cc1	2%	-16%[10.9 µM]	-17%	?
15	CN1C(=O)c2c(sc3c2CC(C)(C)SC3)N2CCN=C12	-8%	-17%	11%	1.0%
16	COc1cccc(-n2cc(C(=O)NCCc3ccc(C)cc3)c3ccccc3c2=O)c1	7%	-8%[10.9 µM]	?	?
17	Cn1nnnc1SCCNCc1ccncc1	-6%	7%	2%	-1.5%
18	O=C(O)CCCC(=O)Nc1ccccc1C(=O)N1CCCC1	-5%	9%	6%	2.2%
19	Cc1cc(Cl)c(S(=O)(=O)N2CC(C)OC(C)C2)cc1OCC(N)=O (configuration not stated)	13%	-16%	15%	0.9%
20	COCCN1C(=O)c2ccccc2C(C(=O)NCCCN2CCCC2=O)C1c1c[nH]c2ccccc12 (configuration not stated)	-1%	-5%	-3%	-1.3%
21	CCc1ccccc1NC(=O)C(=O)NCC(c1cccnc1)N1CCN(c2ccccc2F)CC1 (configuration not stated)	4%	-15%[10.9 µM]	-17%	1.3%
22	CCCn1c(Nc2nc3ccccc3n2C)nc2ccccc21	?	-38%[inhibitor]	10µM*	?
23	CCc1cccc(NC(=O)C2CCN(S(=O)(=O)c3ccc(Br)s3)CC2)c1	8%	-5%[10.9 µM]	-18%	?
24	COC(=O)CSc1nc(NCC(C)C)nc(N2CCOCC2)n1	14%	?	12%	0.5%
25	Cc1ccc(-c2csc(N(CCCN3CCOCC3)C(=O)c3ccco3)n2)cc1	-11%	-13%	-26%	?
26	Cc1cc(C)n(C(=O)CCCC(=O)n2nc(C)cc2C)n1	14%	-2%	3%	-2.1%
27	COC(=O)c1ccc(NC(=O)CN2CCOCC2)cc1	0%	-2%	4%	0.7%
28	CC(=O)c1ccc(N2CCN(C(=O)C3CCN(S(=O)(=O)c4cccc5nonc45)CC3)CC2)cc1	-1%	-18%[10.9 µM]	-1%	?
29	Cc1ccc(NCc2nnc(SCC(=O)N3CCCc4ccccc43)o2)c(C)c1	-2%	-11%	-6%	2.0%
30	CCCc1nc2ccccc2n2c(-c3cccc(C)c3)c3c(=O)n(C)c(=O)n(C)c3c12	19%	5%[10.9 µM]	20%	4.0%
31	CCc1cccc(NS(=O)(=O)c2cc(-c3cnc(C)o3)ccc2OC)c1	12%	-11%[10.9 µM]	-30%	?
32	CCC1CN(C(=O)Nc2cccc3c2CCCC3)c2cc(C)ccc2O1 (configuration not stated)	0%	-18%[10.9 µM]	-20%	?
33	O=c1[nH]c2cc3c(cc2cc1CN(CC1CCCO1)S(=O)(=O)c1ccccc1)OCCO3 (configuration not stated)	-7%	-7%	4%	0.0%
34	CCOC(=O)C1C(=O)NC(N2CCCCC2)=NC1c1ccccc1 (configuration not stated)	5%	21%	3%	3.9%
35	CCOc1ccc(NC(=O)c2ccccc2OC)cc1	13µM*	-40%[inhibitor]	4µM*	-0.8%
36	COc1ccc(-c2c3c(=O)n(C)c(=O)n(C)c3cn2-c2cccc(N)c2)cc1	13%	6%[10.9 µM]	5%	?
37	COc1ccc(-c2nn(CC(=O)Nc3ccccc3F)c3c2cnc2ccc(F)cc23)cc1	1%	-8%[10.9 µM]	-7%	-3.0%
38	Cc1ccc(NC(=O)C2CCN(S(=O)(=O)c3c(C)n[nH]c3C)CC2)nc1	-22%	-18%	4%	0.0%
39	Cc1cc(N2CCOCC2)n2nc(C)c(-c3ccccc3)c2n1	-4%	-6%	-10%	-4.0%
40	CC(C)CCn1c(=O)c2cccnc2n(CC(=O)Nc2ccc(F)cc2)c1=O	-2%	12%[10.9 µM]	?	?
41	COc1ccc(N2CCN(c3ncnc4onc(-c5ccc(F)cc5)c34)CC2)cc1	0%	-9%[10.9 µM]	-16%	2.1%
42	COc1cccc(OC)c1NC(=O)C1CCCN1C(=O)NCc1ccccc1 (configuration not stated)	8%	4%	-19%	1.9%
43	FC(F)(F)c1ccccc1-c1nc(NC2CC2)c2ccccc2n1	13%	-9%	-6%	2.1%[11.4 µM]
44	CN1CCN(c2ccc(Cl)cc2NC(=O)C2COc3ccccc3O2)CC1 (configuration not stated)	-1%	-9%	-17%	?
45	Cc1c(C(=O)NCc2ccc(F)cc2)sc2nc(-c3ccc(F)cc3)cn12	-5%	5%[10.9 µM]	-3%	4.3%
46	Cc1cccc(C(=O)NCC(c2cccs2)S(=O)(=O)c2cccs2)c1 (configuration not stated)	1%	-12%[10.9 µM]	-14%	0.8%
47	Cc1ccc(S(=O)(=O)CC2CSc3nc(N)cc(=O)n32)cc1 (configuration not stated)	2%	-3%	2%	2.9%
48	COc1cc(C2CC(=O)Nc3c2c(C)nn3-c2nncc(-c3ccccc3)n2)cc(OC)c1OC (configuration not stated)	10%	-11%[10.9 µM]	8%	?
49	COc1ccc(-c2oc3ncnc(NCCN4CCOCC4)c3c2-c2ccc(OC)cc2)cc1	-5%	?	13%	-1.2%
50	COc1cccc(NC(=O)c2c(-c3ccc(C)cc3)nnc3ccccc23)c1	-12%	7%[10.9 µM]	-15%	-2.3%

Further records
entry	SMILES	p53ts 32C tox	Peg3 imprint	p53ts 39C tox	IkB sig inh
51	N#Cc1cccc(NC(=O)N2CC3(CCN(C(=O)c4cnccn4)CC3)C2)c1	2%	nt	10%	-3.8%[11.4 µM]
52	CCOc1ccccc1CNC(=O)c1[nH]c2ccccc2c1Sc1ccccc1	7%	-6%[10.9 µM]	-9%	-0.5%
53	O=C(CN1C(=O)CSC1=O)Nc1ccccc1F	-5%	0%	6%	-1.1%
54	CC(C)(C)c1cc(CN2CCN(CCC#N)CC2)cc(C(C)(C)C)c1O	10%	1%	12%	1.5%
55	Cc1ccc(C(=O)c2c(N)c(C(=O)Nc3cccc(C(F)(F)F)c3)c3ccccn23)cc1	-2%	15%[10.9 µM]	-24%	0.2%
56	COc1ccc(Cl)c(NC(=O)NCCN2CCN(c3ccccc3)CC2)c1	-4%	-7%	11%	-0.5%
57	COc1ccc(C(=O)CN2C(=O)c3ccccc3C2=O)c(OC)c1C	10%	3%	12%	-1.8%
58	CCSC(=Nc1ccccc1)C1=C(O)COC1=O	-2%	-10%	7%	3.1%
59	CCOC(=O)N1CCN(C(=O)CSCc2nc(-c3ccccc3C)oc2C)CC1	-4%	-17%	-9%	-1.0%
60	CC1CCCN(C(C(=O)Nc2ccc3c(c2)OCCO3)c2ccccc2)C1 (configuration not stated)	0%	-14%	-9%	1.2%
61	CCOC(=O)c1cnc(NCc2ccccc2OC)c2ccccc12	10%	-10%[10.9 µM]	-8%	0.8%
62	COc1ccc(-c2ccc(-c3nnn(CC(=O)N4CCOCC4)n3)cc2)cc1	2.5µM*	-7%	?	1.7%
63	CNC(=O)c1ccc(Nc2nnc(C)c3ccccc23)cc1	-26%	nt	13%	nt
64	CCOc1ccccc1C(=O)N(Cc1ccco1)Cc1ccccc1F	4%	8%[10.9 µM]	-15%	?
65	Cc1ccc(N2CCN(C(=O)c3cnn(-c4ccc(C)c(C)c4)c3C3CCNCC3)CC2)c(C)c1	-5%	1%[10.9 µM]	20µM*	1.1%
66	Cc1nn(-c2ccccn2)c2nc(-c3cccs3)cc(C(=O)N3CCOCC3)c12	4%	-5%	9%	0.0%
67	CCc1ccc(NC(=O)N2CCC(N3CCN(Cc4ccc(C)cc4)C(=O)C3=O)CC2)cc1	4%	15%[10.9 µM]	0%	-2.0%
68	Cc1ccc(N2CCN(CC3CC=CCC3)CC2)cc1 (configuration not stated)	-2%	-14%	5%	-0.5%
69	O=c1c2ccccc2n(Cc2cccc(Cl)c2)c(=O)n1Cc1ccccc1	2%	-4%[10.9 µM]	-7%	?
70	COc1ccc(N(C(=O)c2ccccc2C)S(=O)(=O)c2ccc(Cl)cc2)cc1	25%	-13%[10.9 µM]	37%[activator]	?
71	CCOc1ccccc1CNS(=O)(=O)c1cnc(N)nc1	3%	13%[10.9 µM]	1%	4.0%
72	CCCN(CCC)C(=O)C1CCN(c2cc(C)nc3c(-c4ccc(Cl)cc4)c(C)nn23)CC1	-7%	-10%[10.9 µM]	-24%	?
73	O=C(Cn1nc2c(cc1=O)CCCC2)NCc1ccccc1	2%	9%[10.9 µM]	-21%	0.6%
74	COc1ccccc1CNS(=O)(=O)c1ccc(-c2cnc(C3CC3)o2)cc1	0%	-24%[10.9 µM]	-16%	18%
75	O=C(COc1ccc(F)cc1)Nc1ccc(S(=O)(=O)N(Cc2ccccc2)c2ccccc2)cc1	-5%	16%[10.9 µM]	8%	1.4%
76	CCOc1c(Cl)cc(C(=O)N(Cc2ccc(N(C)C)cc2)Cc2ccco2)cc1Cl	8%	-13%[10.9 µM]	-19%	?
77	Cc1nc2ccc(-c3ccccc3)cc2o1	-9%	2%	-1%	0.6%
78	CCn1c(C(=O)NCc2cc(Br)ccc2OC)cc2oc3ccccc3c21	?	-13%[10.9 µM]	?	-2.7%

As a working copy, some entries already given.
entry	SMILES	p53ts 32C tox	Peg3 imprint	p53ts 39C tox	IkB sig inh
69	O=c1c2ccccc2n(Cc2cccc(Cl)c2)c(=O)n1Cc1ccccc1	2%	-4%[10.9 µM]	-7%	?
70	COc1ccc(N(C(=O)c2ccccc2C)S(=O)(=O)c2ccc(Cl)cc2)cc1	25%	-13%[10.9 µM]	37%[activator]	?
71	CCOc1ccccc1CNS(=O)(=O)c1cnc(N)nc1	3%	13%[10.9 µM]	1%	4.0%
72	CCCN(CCC)C(=O)C1CCN(c2cc(C)nc3c(-c4ccc(Cl)cc4)c(C)nn23)CC1	-7%	-10%[10.9 µM]	-24%	?
73	O=C(Cn1nc2c(cc1=O)CCCC2)NCc1ccccc1	2%	9%[10.9 µM]	-21%	0.6%
74	COc1ccccc1CNS(=O)(=O)c1ccc(-c2cnc(C3CC3)o2)cc1	0%	-24%[10.9 µM]	-16%	18%
75	O=C(COc1ccc(F)cc1)Nc1ccc(S(=O)(=O)N(Cc2ccccc2)c2ccccc2)cc1	-5%	16%[10.9 µM]	8%	1.4%
76	CCOc1c(Cl)cc(C(=O)N(Cc2ccc(N(C)C)cc2)Cc2ccco2)cc1Cl	8%	-13%[10.9 µM]	-19%	?
77	Cc1nc2ccc(-c3ccccc3)cc2o1	-9%	2%	-1%	0.6%
78	CCn1c(C(=O)NCc2cc(Br)ccc2OC)cc2oc3ccccc3c21	?	-13%[10.9 µM]	?	-2.7%
